# PGE2 EP2 inh: EP2 receptor (human) inhibition | P43116 | C6 glioma cells expressing human EP2, cAMP TR-FRET; cells stimulated with saturating PGE2 | inhibition, % at 25 µM | actives 0.52% (n = 260,000) | AID 1422;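 active = percent inhibition above 40 after rounding to a whole number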;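 also: rat C6 glioma host cells with rolipram phosphodiesterase inhibitor present; the protocol text gives 20 µM as final concentration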
# EP2 modulator: modulators of human EP2 prostaglandin E2 receptor. P43116. EP2-expressing cells, cAMP HTRF FRET, PGE2 co-stimulation. induction, % at 25 µM. actives 0.83% (n = 260,000). AID 940;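 active = compounds whose cAMP rise, as percent of the full-agonist control response, exceeds 60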;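 also: rat C6 glioma line stably carrying human EP2 under a CMV promoter; the protocol text gives 20 µM as final concentration; 100% = response of wells given 1 µM PGE2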
# Tb hexokinase: blocks Trypanosoma brucei hexokinase 1 activity; inhibition, % at 10 µM; actives 0.11% (n = 220,000); recombinant TbHK1, G6PDH-coupled NADH A340;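 active = inhibition of 50% or more in the single-dose primary screen; inactive = inhibition below 50%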
# Hck Nef HTS: inhibitors of human Hck kinase activated by Nef | inhibition, % at 20 µM | actives 0.68% (n = 220,000) | Recombinant Hck-YEEI plus Nef, Z-Lyte FRET kinase assay;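 active = Hck-Nef kinase inhibition above about 50%, limit read from the data; inactive = inhibition below that limit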;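 also: 0% = DMSO with Hck plus Nef and 100% = Hck alone without Nef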
# 14-3-3 Bad PPI: disrupts binding of bovine 14-3-3 zeta to phospho-Bad peptide. P63103. actives 0.71% (n = 220,000). TR-FRET 14-3-3zeta/Dy647-pBad peptide displacement, 1 h. AID 781. inhibition, % at 21.7 µM;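 active = inhibition above about 70%, limit read from the data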;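 also: 0% = full 14-3-3 plus peptide FRET controls and 100% = background without 14-3-3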
# m-calpain inh: calpain II (pig) inhibition; purified calpain II, fluorogenic peptide substrate, 30 min; inhibition, % at 16 µM; actives 0.37% (n = 220,000);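 active = inhibition above about 50%, limit read from the data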
# zVAD death inh: blocks zVAD induced death of L929 cells; L929 zVAD necroptosis rescue, ATP luminescence, 24 h; with zVAD 60 µM; viability rescue, % at 10 µM; actives 0.38% (n = 220,000); AID 1377;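 active = activation, scaled between plate controls, above about 75%, limit read from the data; inactive = activation under that limit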;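 also: 0% = zVAD with DMSO and 100% = DMSO alone without zVAD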
# eIF4E 4G PPI: inhibitors of eIF4E and eIF4G interaction in translation initiation; P63073+Q04637; TR-FRET eIF4E-eIF4GI(517-606) binding, 2 h; inhibition, % at 21.7 µM; actives 0.37% (n = 220,000); AID 782;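 active = inhibition above about 30%, limit read from the data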;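 also: 0% = full FRET control wells and 100% = background wells lacking eIF4GI fragment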
# Target sequence (P63073 whole entry, looked up, the tested form may be a part): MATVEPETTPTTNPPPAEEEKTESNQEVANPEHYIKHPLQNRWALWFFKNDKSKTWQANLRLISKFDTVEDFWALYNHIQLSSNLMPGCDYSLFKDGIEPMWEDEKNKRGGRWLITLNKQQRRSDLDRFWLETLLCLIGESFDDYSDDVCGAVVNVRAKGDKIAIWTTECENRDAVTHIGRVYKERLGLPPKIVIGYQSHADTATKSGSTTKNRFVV
# Target sequence (Q04637 whole entry, looked up, the tested form may be a part): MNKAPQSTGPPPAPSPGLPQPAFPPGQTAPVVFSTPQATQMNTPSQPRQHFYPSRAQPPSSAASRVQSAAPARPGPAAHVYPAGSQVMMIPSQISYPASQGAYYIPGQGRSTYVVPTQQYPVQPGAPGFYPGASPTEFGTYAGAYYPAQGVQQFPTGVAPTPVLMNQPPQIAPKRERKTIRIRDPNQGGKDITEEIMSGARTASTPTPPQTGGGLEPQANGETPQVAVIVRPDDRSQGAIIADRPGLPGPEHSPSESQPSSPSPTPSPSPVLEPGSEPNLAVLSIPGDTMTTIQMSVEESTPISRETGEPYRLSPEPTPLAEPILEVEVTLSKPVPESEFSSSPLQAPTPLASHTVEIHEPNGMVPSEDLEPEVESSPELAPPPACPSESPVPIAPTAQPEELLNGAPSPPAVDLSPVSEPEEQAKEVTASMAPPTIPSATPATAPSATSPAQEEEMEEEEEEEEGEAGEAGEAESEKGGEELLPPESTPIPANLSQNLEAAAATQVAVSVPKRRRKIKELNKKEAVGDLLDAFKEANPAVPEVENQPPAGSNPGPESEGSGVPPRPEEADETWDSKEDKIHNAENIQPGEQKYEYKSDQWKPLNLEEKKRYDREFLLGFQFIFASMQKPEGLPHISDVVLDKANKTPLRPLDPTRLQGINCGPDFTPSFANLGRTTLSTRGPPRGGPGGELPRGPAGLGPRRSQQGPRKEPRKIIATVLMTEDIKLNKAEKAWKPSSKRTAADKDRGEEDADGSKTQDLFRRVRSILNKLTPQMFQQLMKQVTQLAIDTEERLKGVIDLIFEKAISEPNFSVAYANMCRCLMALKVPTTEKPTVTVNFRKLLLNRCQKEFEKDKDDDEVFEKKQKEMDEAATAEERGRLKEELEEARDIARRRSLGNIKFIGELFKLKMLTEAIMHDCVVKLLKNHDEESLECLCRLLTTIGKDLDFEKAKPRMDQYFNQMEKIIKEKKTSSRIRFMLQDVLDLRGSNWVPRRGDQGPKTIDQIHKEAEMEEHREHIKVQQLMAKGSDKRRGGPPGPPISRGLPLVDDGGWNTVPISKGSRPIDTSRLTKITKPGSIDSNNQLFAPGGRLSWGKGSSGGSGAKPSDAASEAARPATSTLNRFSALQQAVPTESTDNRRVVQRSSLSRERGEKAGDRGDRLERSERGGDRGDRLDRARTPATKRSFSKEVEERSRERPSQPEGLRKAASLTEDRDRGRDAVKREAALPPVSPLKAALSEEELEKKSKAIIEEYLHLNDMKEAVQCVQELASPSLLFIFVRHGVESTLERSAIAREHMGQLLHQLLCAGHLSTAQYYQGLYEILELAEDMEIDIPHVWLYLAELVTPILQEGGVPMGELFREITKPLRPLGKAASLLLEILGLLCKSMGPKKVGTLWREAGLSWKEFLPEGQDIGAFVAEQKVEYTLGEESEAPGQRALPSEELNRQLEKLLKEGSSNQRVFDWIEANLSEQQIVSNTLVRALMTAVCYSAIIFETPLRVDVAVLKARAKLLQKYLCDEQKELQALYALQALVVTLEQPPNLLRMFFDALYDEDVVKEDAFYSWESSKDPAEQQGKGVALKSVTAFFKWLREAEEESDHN
# Rad51 HR inh: blocks human Rad51 in homologous recombination; inhibition, % at 10 µM; hRad51 DNA strand exchange, fluorescence dequenching; Q06609; actives 0.085% (n = 200,000);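 active = inhibition above 40% at the single screening dose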;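 also: 0% = DMSO control wells and 100% = blanks with heterologous ssDNA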
#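 Assay system: Human Rad51 nucleoprotein filaments preassembled on unlabelled ssDNA | Reagent: Donor/quencher-labelled 47-bp dsDNA substrate | Doses: One concentration, 10 µM final | Times: 37 °C 15-min filament assembly, 30-min compound preincubation, 15-min exchange | Technique: Fluorescein emission 520 nm, excitation 485 nm | Benchmarks: Plate control and blank wells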
# * marks the source's active call; other numbers are inactive results; i = inactive; · = no result given; & = joins results of further samples; [ ] = another dose, or the depositor's remark. Not all compounds are listed; count on the stated rates, not on these rows.
SMILES,PGE2 EP2 inh,EP2 modulator,Tb hexokinase,Hck Nef HTS,14-3-3 Bad PPI,m-calpain inh,zVAD death inh,eIF4E 4G PPI,Rad51 HR inh
CCOc1ccccc1NC(=O)Nc1cc(OC)ccc1OC,7,-1,-2,1,3,7,-0.3,-4,7
Fc1ccc(C2=CC(c3ccc(Br)o3)n3ncnc3N2)cc1 (stereo not given),9,-9,-1,2,-4,-61,·,3,-353
COc1ccccc1NC(=O)C1C2C=CC(O2)C1C(=O)O (stereo not given),13&7,0&9,3,-1,·,-6,-0.2,·,-2
CCN1CCC2(CC1)N=C(c1ccc(F)cc1)C(=S)N2C(=O)c1ccc(C(C)(C)C)cc1,4,57,3,4,4[fluorescence artefact?],3,1.7,6,5
CCOc1ccc(C)cc1-n1nc2ccccc2n1,6,19,-3,-1,-9,8,0.1,0,-1
O=C(Cn1c(=O)oc2ccccc21)Nc1ccccc1N1CCOCC1,4,-16,7,5,8,9,1.6,-1,-9
COCCn1c(C)cc(C(=O)COC(=O)c2ccc(Br)o2)c1C,2,16,-8,19,-15,-1,2.3,1,12
Cc1ccc(S(=O)(=O)NNC(=O)C2COc3ccccc3O2)cc1 (stereo not given),8,12,25,3,-21[fluorescence artefact?],-33,0.6,0,·
Brc1ccc(-c2cn3c(n2)SCC3)cc1,4,-54,0,25,-6,-16,0.8,5,0
COc1ccccc1CCC(=O)OCC(=O)Nc1ccc(S(N)(=O)=O)cc1,-1,-13,4,15,-4,22,-3.1,5,5
Cn1nc(C(F)(F)F)c(-c2ccccc2)c1N,14,-5,-1,4,-4,-3,0.2,0,11
Cc1cccc(Oc2ncnc3onc(C)c23)c1,15,-1,-1,-1,-2[fluorescence artefact?],-9,0.1,-6,-9
Cc1cccc(C)c1NC(=O)CCN1C(=O)C2C3CCC(C3)C2C1=O (stereo not given),5,5,6,0,5,23,-0.3,-8,-3
Cc1cccc(N(C(=O)Cc2cccs2)C(C(=O)NCc2ccco2)c2ccncc2)c1 (stereo not given),12,-19,-2,26,6,19,-1.4,1,-6
COC(=O)CSc1nnc(-c2ccc(S(=O)(=O)N3CCCCC3)cc2)o1,10,16,7,0,4[fluorescence artefact?],-17,0.0,-1[fluorescence artefact?],-8
Cc1nc2c(C#N)cnn2c2c1CCN(Cc1ccccc1)N2C,14,11,-20,5,-5,-8,0.1,4,3
COc1ccc(OC)c(/C=C/C(=O)NCCc2nc3ccccc3[nH]2)c1,4,-22,-19,14,-1,-328,2.4,1,·
COc1ccc(N2C(=O)CC(NC3CC3)C2=O)cc1 (stereo not given),5,13,-5,1,3,0,0.0,-11,8
c1ccc(CSc2nnnn2-c2ccccc2)cc1,2,23,-6,3,-8,14,0.4,3,-3
COc1ccc(C2CC(c3ccccc3)=NN2c2ccccc2)c(C(=O)O)c1OC (stereo not given),6,14,-6,25,-10,i,0.9,4,16
Cc1sc(NC(=O)CSc2nc(O)cc(=O)[nH]2)nc1-c1ccccc1,6,33,4,14,0,-17,0.6,1,·
Cc1ccc(CN2CCN(CC(=O)N/N=C/c3c[nH]c4ccccc34)CC2)cc1,5,-15,-4,0,-2,12,1.2,-4,0
O=C(Nc1ccccc1N1CCCCC1)c1ccc2nccnc2c1,18,87*,-2,0,1,-40,-0.6,3,6
CCc1ccc2c(CN(CC)Cc3nc4ccccc4c(=O)[nH]3)cc(=O)oc2c1,9,-12,-9,1,-3,21,-0.3,2,1

# 2 entries from above, with values under each structure:
# Value order – PGE2 EP2 inh | EP2 modulator | Tb hexokinase | Hck Nef HTS | 14-3-3 Bad PPI | m-calpain inh | zVAD death inh | eIF4E 4G PPI | Rad51 HR inh
Cc1ccc(CN2CCN(CC(=O)N/N=C/c3c[nH]c4ccccc34)CC2)cc1
→ 5 | -15 | -4 | 0 | -2 | 12 | 1.2 | -4 | 0
COC(=O)CSc1nnc(-c2ccc(S(=O)(=O)N3CCCCC3)cc2)o1
→ 10 | 16 | 7 | 0 | 4[fluorescence artefact?] | -17 | 0.0 | -1[fluorescence artefact?] | -8

# Next results follow.
SMILES,PGE2 EP2 inh,EP2 modulator,Tb hexokinase,Hck Nef HTS,14-3-3 Bad PPI,m-calpain inh,zVAD death inh,eIF4E 4G PPI,Rad51 HR inh
CCC(C)[C@H](NC(=O)OC(C)(C)C)C(=O)N/N=C/c1cccc2nccnc12 (stereo not given in full),5,8,-19,-1,-9[fluorescence artefact?],-31,0.4,-4,-4
CCCc1cc(=O)[nH]c(SCC(=O)Nc2ncc(S(=O)(=O)c3ccc([N+](=O)[O-])cc3)s2)n1,5,-1,24,35,0,29,0.1,1,-6
S=C(NCc1ccco1)N1CCN(Cc2ccco2)CC1,3,14,5,2,58,-10,0.2,2,5
Cc1ccc(-c2nn(-c3ccccc3)cc2/C=C/C(=O)Nc2cccc(S(N)(=O)=O)c2)cc1,13,8,-17,14,-5,-421,1.9,-6,11
CC1(C)Cc2c(c(N3CCOCC3)nc3sc(-c4ccc(C(=O)O)o4)c(N)c23)CO1,16,21,-29,26,-2,-326,0.9,3[fluorescence artefact?],-57
Cc1cc(NCCCN(C)C)n2nc(-c3cccs3)cc2n1,7&14,-26&-18,-6,7,-1,-99,0.2,6,-4
CCOC(=O)c1cnn(-c2ccc(NS(=O)(=O)c3ccc(Cl)cc3)cc2)c1C(F)(F)F,0,-3,1,5,6,9,1.0,5,10
Cc1ccc(NS(=O)(=O)c2ccc(CCC(=O)O)cc2)cc1,2,47,2,0,12[fluorescence artefact?],-6,2.6,1[fluorescence artefact?],-8
CCCC(=O)NC(=S)Nc1sc2c(c1C(N)=O)CCC2,5,-34,0,2,-10[fluorescence artefact?],11,0.9,-3,3
CC(C)n1c(=N)c(C(=O)NCCc2ccccc2)cc2c(=O)n3ccccc3nc21,13,-4,-8,138*,9,i,-0.5,0,-3
CCOC(=O)N1CCN(C(=O)c2ccc(C)c(S(=O)(=O)Nc3ccccc3)c2)CC1,14,27,-2,7,-3[fluorescence artefact?],1,-0.5,-5[fluorescence artefact?],-2
Cc1ccc(CN(c2ccc(C(=O)N3CCc4ccccc4C3)cc2)S(C)(=O)=O)cc1,2,-9,-14,-2,2,9,0.0,1,-3
O=C1CCN(S(=O)(=O)c2ccccc2)CCN1CCOCc1ccc(Cl)cc1,-3,0,7,25,3,1,0.6,-2,7
CCc1nnc(NC(=O)CCN2C(=O)c3ccccc3C2=O)s1,2,-3,-3,1,-9,15,2.1,-2,-3
C=CCN=C1SC(C)C(=O)N1S(=O)(=O)c1ccccc1 (stereo not given),4,8,2,1,7,-10,-0.2,6,-13
O=C(NCc1ccncc1)/C(=N/O)c1ccccc1,14,22,1,1,-3,-18,0.5,6[fluorescence artefact?],·
COCCSc1ccccc1C(=O)N1CCN(Cc2ccccc2)CC1,2,-37,5,17,-3,10,-1.1,4,·
CCC(C)N1CC23C=CC(O2)C(C(=O)OCc2ccccc2)C3C1=O (stereo not given),21&6,15&10,-1,2,-4,-5,0.8,-4,2
COc1ccc(CNC(=O)C2CC(c3ccccc3C(F)(F)F)=NO2)cc1 (stereo not given),8,-22,1,23,-4,2,-0.2,4,-6
O=C(/C=C/c1ccc2c(c1)OCO2)N1CCN(c2ccccc2F)CC1,10,-63,-16,5,5,-14,0.3,-1,-20
CC(=O)N/C(=C/c1ccccc1)C(=O)N1CCCCC1,4,6,-6,-1,-14[fluorescence artefact?],-13,0.6,5,6
COc1ccc(/C=N/Nc2ccccc2C(=O)O)cc1Cn1cc([N+](=O)[O-])cn1,11,-16,-17,0,23,8,6.0,4,20
Cc1cc(C)n2cc(CSc3nnc(SCc4cn5c(C)cc(C)nc5n4)s3)nc2n1,5,7,-11,3,-3[fluorescence artefact?],-160,0.5,-4,-3
C=CCC1c2cccc(C(=O)OC)c2C(=O)N1c1ccccc1 (stereo not given),8,-6,-7,-1,-3,5,0.4,-9,-6

# Entries of single compounds as entered above. Values in the order: PGE2 EP2 inh | EP2 modulator | Tb hexokinase | Hck Nef HTS | 14-3-3 Bad PPI | m-calpain inh | zVAD death inh | eIF4E 4G PPI | Rad51 HR inh
# Shown for COc1ccc(/C=N/Nc2ccccc2C(=O)O)cc1Cn1cc([N+](=O)[O-])cn1 → 11 | -16 | -17 | 0 | 23 | 8 | 6.0 | 4 | 20
# Shown for Cc1cc(C)n2cc(CSc3nnc(SCc4cn5c(C)cc(C)nc5n4)s3)nc2n1 → 5 | 7 | -11 | 3 | -3[fluorescence artefact?] | -160 | 0.5 | -4 | -3
# Shown for CCC(C)N1CC23C=CC(O2)C(C(=O)OCc2ccccc2)C3C1=O (stereo not given) → 21&6 | 15&10 | -1 | 2 | -4 | -5 | 0.8 | -4 | 2
# Shown for O=C1CCN(S(=O)(=O)c2ccccc2)CCN1CCOCc1ccc(Cl)cc1 → -3 | 0 | 7 | 25 | 3 | 1 | 0.6 | -2 | 7
# Shown for O=C(NCc1ccncc1)/C(=N/O)c1ccccc1 → 14 | 22 | 1 | 1 | -3 | -18 | 0.5 | 6[fluorescence artefact?] | ·

# Following part
SMILES,PGE2 EP2 inh,EP2 modulator,Tb hexokinase,Hck Nef HTS,14-3-3 Bad PPI,m-calpain inh,zVAD death inh,eIF4E 4G PPI,Rad51 HR inh
Cc1ccsc1C(=O)OCC(=O)NCCCc1ccccc1,4,-44,10,-2,14,15,0.0,2,-1
CCC1(C)Cc2c(sc3nc(SC)[nH]c(=O)c23)CO1 (stereo not given),18,-27,1,6,-8,-10,1.0,-6,-10
COc1ccc(C(=O)Nc2cccc(-c3nnc(-c4ccco4)o3)c2)cc1,15,-10,-8,1,3[fluorescence artefact?],16,0.2,4[fluorescence artefact?],0
Cc1c(C(=O)NCC2COc3ccccc3O2)oc2ccc(S(=O)(=O)N3CCOCC3)cc12 (stereo not given),·,-47,-13,0,4,-41,1.6,0,·
Cc1cccc(-n2c(SCc3cc(=O)n4ccsc4n3)nc3ccccc32)c1,·,48,-12,1,-5[fluorescence artefact?],-21,0.5,1,·
COc1ccc2[nH]c(N=Nc3ccccc3C)c(O)c2c1,19,-3,20,-1,0,-15,0.9,2,5
CCCc1cc(C(=O)OC)c(NC(=O)OCC)s1,1,63*,3,1,2,1,0.1,3,14
Nc1ccc2c(c1)-c1ccccc1S(=O)(=O)N2,11&12,-3&-14,-6,3,-4[fluorescence artefact?],-10,0.5,-5[fluorescence artefact?],-4
O=C(Nc1ccon1)c1ccc(Cl)s1,9,7,3,2,7,7,-0.1,2,-1
COCCNc1ncnc2c1[nH]c1ccccc12,4,-27,19,13,-2,-18,-0.1,-1,11
Cc1nc2cc(-c3cccc(F)c3)nn2c(C)c1CCC(=O)NC(C)CCc1ccco1 (stereo not given),14,-15,-20,5,2,-65,0.2,4,2
O=c1[nH]c(CSc2nnc(COc3ccccc3)n2-c2ccccc2)nc2ccccc12,3,27,8,2,-3,-133,-0.4,2,0
COc1ccc(F)cc1S(=O)(=O)N1CCCC(C)C1 (stereo not given),18,20,-1,2,-14,-17,-0.3,-4,5

# Screens deposited in PubChem BioAssay by several laboratories.
